# Bioassay records: PubChem, The Scripps Research Institute Molecular Screening Center
# PP1 counter: PP1-alpha phosphatase inhibitors, primary screen, counter-screen for PP5 inhibitor project, biochemical, fluorescence, OMFP substrate, single point. Serine/threonine-protein phosphatase PP1-alpha catalytic subunit (Homo sapiens), P62136. purified PP1alpha. inhibition, % at 6.7 µM. actives 0.9% (n = 320,000). AID 2235, 2010;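 active = inhibition above the mean inhibition of all tested compounds plus 3 SD, computed separately for each screening campaign, cut at about 15% in these data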
# Target sequence (P62136 whole entry, looked up): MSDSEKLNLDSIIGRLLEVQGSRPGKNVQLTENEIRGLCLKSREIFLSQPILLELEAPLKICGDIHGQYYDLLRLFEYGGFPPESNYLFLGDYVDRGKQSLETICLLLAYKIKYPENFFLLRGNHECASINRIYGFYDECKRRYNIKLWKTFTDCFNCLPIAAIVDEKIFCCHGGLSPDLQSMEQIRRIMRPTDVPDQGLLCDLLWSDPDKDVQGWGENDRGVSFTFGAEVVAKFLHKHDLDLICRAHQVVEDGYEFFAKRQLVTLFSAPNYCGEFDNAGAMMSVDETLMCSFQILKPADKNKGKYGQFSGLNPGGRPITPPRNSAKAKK
# TPT1 inhibitor: Candida albicans TPT1 enzyme inhibitors, primary screen, biochemical, fluorescence polarization; actives 0.81% (n = 300,000); inhibition, % at 5 µM; recombinant caTPT1, FP RNA substrate dephosphorylation; AID 1962, 2009; tRNA 2'-phosphotransferase TPT1 (Candida albicans SC5314);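 active = inhibition above the mean of all tested compounds plus 3 SD, set per screening campaign, cut at about 24% in these data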;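 also: plate controls were DMSO alone for no effect and ferristatin control at 100 nM for full effect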
# HCV core dimer: inhibitors of HCV core protein dimerization, primary screen, biochemical, TR-FRET, high-throughput; TR-FRET GST/Flag-core106 dimerization, 1536-well; inhibition, % at 5 µM; actives 0.33% (n = 300,000);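 active = inhibition above the mean of all tested compounds plus 3 SD, set per screening campaign, cut at about 45% in these data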
#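 Assay system: GST-tagged and Flag-tagged HCV core protein residues 1-106 / Times: compound-protein-antibody incubation 4 h at 22.5 °C / Signal: time-resolved FRET, ex 340 nm, em 617 and 671 nm / Evaluation: % inhibition based on acceptor/donor emission ratio / Benchmarks: wells lacking GST-core106 and wells with excess unlabelled core106 / Repeats: singlicate, one well per compound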
# proCasp3 act: activators of human procaspase-3 D3A mutant, primary screen, biochemical, absorbance, PC-3 D3A mutant, single concentration. Caspase-3 (Homo sapiens), P42574. recombinant procaspase-3 D3A, Ac-DEVD-pNA absorbance 405 nm. activation, % at 8.5 µM. actives 0.11% (n = 330,000);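 active = activation above the mean of all tested compounds plus 3 SD, cut at about 21% in these data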;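 also: 0% = DMSO alone and 100% = DMSO wells spiked with extra 5 µM PC-3 D3A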
# Target sequence (P42574 whole entry D9A/D28A/D175A): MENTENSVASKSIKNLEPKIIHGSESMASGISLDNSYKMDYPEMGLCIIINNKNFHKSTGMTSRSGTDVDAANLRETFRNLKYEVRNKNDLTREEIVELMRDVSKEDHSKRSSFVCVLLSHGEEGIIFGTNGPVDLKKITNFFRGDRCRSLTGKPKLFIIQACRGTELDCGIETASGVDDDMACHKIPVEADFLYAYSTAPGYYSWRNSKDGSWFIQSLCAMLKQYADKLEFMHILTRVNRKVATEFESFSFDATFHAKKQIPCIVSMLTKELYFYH
#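 Assay system – Procaspase-3 D3A mutant · Benchmarks – DMSO low control, extra-enzyme high control · Technique – 405 nm absorbance of p-nitroaniline, reads at 0 and 120 min · Doses – 8.5 µM nominal · Measure – % activation between DMSO and enzyme-spiked controls · Also added – Ac-DEVD-pNA chromogenic peptide substrate · Schedule – 1 h compound preincubation, 2 h substrate hydrolysis at 25 °C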
# PP5 inh: PP5 phosphatase inhibitors, primary screen, biochemical, fluorescence. purified PP5c, OMFP substrate fluorescence. actives 0.18% (n = 320,000). Serine/threonine-protein phosphatase 5 (Homo sapiens), P53041. inhibition, % at 6.7 µM;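 active = inhibition above the campaign's mean inhibition across all tested compounds plus 3 SD, cut at about 9.5% in these data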;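 also: 0% = DMSO only and 100% = 100 µM cantharidin control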
# PAFAH2 inh: PAFAH2 enzyme inhibitors, primary screen, biochemical, fluorescence polarization, human. inhibition, % at 3.39 µM. Platelet-activating factor acetylhydrolase 2, cytoplasmic (Homo sapiens), Q99487. actives 0.99% (n = 340,000). recombinant PAFAH2, FP-rhodamine activity probe;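 active = inhibition above the mean over all tested compounds plus 3 SD, cut at about 30% in these data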;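 also: inhibitors block probe labeling of enzyme so polarization drops; 0% = enzyme with DMSO and 100% = wells lacking PAFAH2 protein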
# procasp7 counter: procaspase-7 activators, primary screen, counter-screen for procaspase-3 activator project, biochemical, absorbance, HTS, human; activation, % at 8.5 µM; Caspase-7 (Homo sapiens), P55210; recombinant procaspase-7, Ac-DEVD-pNA absorbance 405 nm; D23A/D198A/D206A triple mutant, cannot self-cleave; scale: DMSO 0, 5 µM enzyme 100; actives 0.093% (n = 330,000);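 active = percent activation above the screen-wide mean plus 3 SD, cut at about 25% in these data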
# Target sequence (P55210 whole entry D23A/D198A/D206A): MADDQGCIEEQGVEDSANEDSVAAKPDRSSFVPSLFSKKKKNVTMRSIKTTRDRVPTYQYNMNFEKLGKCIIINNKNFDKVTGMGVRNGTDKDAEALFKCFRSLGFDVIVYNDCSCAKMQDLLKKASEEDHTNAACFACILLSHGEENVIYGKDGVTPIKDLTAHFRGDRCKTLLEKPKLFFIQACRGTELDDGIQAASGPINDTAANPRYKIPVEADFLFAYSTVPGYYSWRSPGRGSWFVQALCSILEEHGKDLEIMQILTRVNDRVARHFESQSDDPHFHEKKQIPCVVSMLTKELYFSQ
#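 System: Procaspase-7 triple mutant (PC-7 D3A); measure: % activation from two-timepoint absorbance difference, scaled to controls; times: 1 h compound preincubation, 2 h substrate cleavage, 25 °C; also added: Ac-DEVD-pNA substrate, 400 µM as added; measured by: Epi-absorbance of released pNA at 405 nm, two timepoints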
# AHR activator: AHR activators, primary screen, cell-based, luminescence, luciferase reporter, human; Aryl hydrocarbon receptor (Homo sapiens), P35869; AHR-responsive luciferase reporter cells; activation, % at 5 µM; actives 2.5% (n = 320,000); AID 2796, 2010; in the data active = activation above about 47%;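 also: 0% = vehicle wells and 100% = reference agonist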
# Fh CTSL1 inh: Fasciola hepatica cathepsin L1 inhibitors, primary screen, counter-screen for PFM18AAP inhibitor project, biochemical, QFRET, fluorogenic peptide substrate; recombinant F. hepatica cathepsin L1, Z-Leu-Arg-MCA fluorescence; inhibition, % at 5.96 µM; actives 0.49% (n = 300,000);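 active = inhibition above the mean of all tested compounds plus 3 SD, set per screening campaign, cut at about 17% in these data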;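 also: 0% = plate median of test compound wells and 100% = 1 µM Z-Phe-Ala-diazomethylketone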
# Active calls of the source: *; / = no result given.
SMILES,PP1 counter,TPT1 inhibitor,HCV core dimer,proCasp3 act,PP5 inh,PAFAH2 inh,procasp7 counter,AHR activator,Fh CTSL1 inh
Cc1cc(N2C(=O)C3C4C=CC(C4)C3C2=O)ccc1Br (configuration not stated),-3,-7,-4,5,2.1,1,4,-1,-2
CC1CCCCC1NC(=O)CCNS(=O)(=O)c1ccc2c(c1)CCC(=O)N2 (configuration not stated),5,-3,-14,3,1.1,-4,-3,4,-1
N#Cc1ccccc1CSc1nnc(Cc2ccccc2)o1,0,0,7,2,0.8,-1,-1,-3,-4
O=C(Nc1cccnc1)C1COc2ccccc2O1 (configuration not stated),-2,0,-2,5,-2.1,0,4,0,-1
Cc1ccccc1-c1cc(C(=O)NCc2ccc3c(c2)OCO3)nn1CC1CC(c2cccc([N+](=O)[O-])c2)=NO1 (configuration not stated),/,/,/,0,/,1,6,3,/
COc1ccc(-c2noc3c2-c2nc(-c4ccccc4Cl)sc2CC3)cc1,1,-3,-27,-3,4.2,-11,-17,14,0
NC(=O)CCC(=O)N1CCCC(C(=O)c2ccc3c4c(cccc24)CC3)C1 (configuration not stated),1,0,3,-3,1.9,7,12,4,-2
O=C(NC1CC(=O)c2sccc21)c1cccc(C(F)(F)F)c1 (configuration not stated),0,-2,2,3,0.7,2,-5,7,-5
CCOC(=O)N1C2=NC(C(=O)OC)=C(C(=O)OC)[C@@H]3N(C)c4ccccc4[C@]23C[C@H]1C(=O)OC,1,-3,-12,8,5.1,-5,6,1,-3
COc1cccc(CC(=O)Nc2ccc(S(=O)(=O)N3CCOCC3)cc2)c1,-5,3,-2,8,-2.4,-2,-1,5,-5
CN1C(c2ccccc2)CCOS1(=O)=O (configuration not stated),-4,-3,0,1,-1.2,2,4,0,-3
CCCn1nnc(NC(=O)c2ccc(-c3ccccc3)cc2)n1,-1,-1,0,14,-0.8,-4,6,3,-1
O=C(Nc1c(C(=O)Nc2ccc3c(c2)OCCO3)cnn1-c1ccccc1Cl)c1ccco1,1,0,4,-4,3.5,1,8,19,-2
COC(=O)c1ccc(NC(=S)N2CCN(Cc3ccccc3OC)CC2)cc1,-3,4,-4,-7,-1.7,1,-2,5,-4
Cc1cc(C)nc(/N=C2\NC(=O)CC(C(=O)O)N2c2ccc(F)c(Cl)c2)n1 (configuration not stated),-4,4,-1,-4,-1.1,/,9,2,3
CC(=O)c1cccc(NC(=O)C(OC(=O)c2cccc(S(=O)(=O)N(C)c3ccccc3)c2)c2ccccc2)c1 (configuration not stated),1,4,32,-4,5.4,-55,2,2,-2
COc1ccccc1N1CCN(C(=O)c2cn(C)c3ccc(S(=O)(=O)N4CCOCC4)cc3c2=O)CC1,-2,-1,3,-1,-1.8,-5,14,-1,-1
N#Cc1nc(-c2ccccc2F)oc1N1CCN(C(=O)c2ccco2)CC1,4,2,0,6,2.9,6,5,-2,3
COc1ccccc1N=Nc1nc(-c2ccccc2)c(-c2ccccc2)[nH]1,5,25*,1,-4,3.8,2,1,-2,15
Cc1cccc(NC(=O)N2C3CCCC2CC(NC(=O)C(C)(C)C)C3)c1 (configuration not stated),1,-3,-5,-9,7.1,1,-5,4,1
COc1ccc(NC(=O)COC(=O)CCNS(=O)(=O)c2ccc(Cl)cc2)cc1,0,-5,-6,14,0.9,5,6,4,-18
CN(C)/C=C/C(=O)c1ccc(S(=O)c2ccccc2)cc1 (configuration not stated),3,-1,0,1,0.4,-7,-5,-2,3
CCOC(=O)Cc1csc(NC(=O)NC2(C(F)(F)F)Oc3ccc(Cl)cc3O2)n1 (configuration not stated),-4,1,-3,-7,-0.5,13,-2,0,-3
CC(Oc1ccc(Cl)cc1Cl)C(=O)NNC(=O)C(=O)N1CCCC1 (configuration not stated),1,-5,-1,4,0.1,-6,20,0,2
COc1ccc(CNc2oc(Cc3cccc4ccccc34)nc2C#N)cc1,1,1,6,3,3.9,-3,3,6,2
COC(=O)COc1cccc2c(=O)n(CC(=O)N3CCCc4ccccc43)ccc12,-4,0,6,-2,1.7,-4,4,0,-1
O=C(O)C1CC(=O)N(c2ccc(F)cc2)C1 (configuration not stated),-4,-1,4,-3,-3.0,5,1,-2,0
COC(=O)C1OC2(OC1C(=O)OC)c1ccccc1-c1ccccc12 (configuration not stated),0,-3,2,-2,3.3,-1,0,3,-3
Nc1cc(=O)[nH]c(SC/C=C/c2ccccc2)n1,1,-4,4,3,-0.9,0,-1,1,-1
COc1ccc2c(Cl)c(-c3nnc4n3CCCCC4)sc2c1,-3,3,4,4,2.9,3,8,8,1
COc1ccc(S(=O)(=O)N(C)c2ccc(C(=O)N3CCN(C)CC3)cc2)cc1,-1,-2,-5,7,0.4,5,4,3,-2
CCOC(=O)CCCNC(=O)COC(=O)c1cccc(C)c1O,-2,0,-5,-10,0.2,-4,-2,-1,3
COc1ccc(C(=O)NCCc2c[nH]c3ccccc23)cc1,0,0,3,-7,2.7,3,0,-1,-1
CC(NC(=O)c1ccc2c(c1)OCO2)C1CCCO1 (configuration not stated),-4,2,-1,-2,-2.1,-2,0,5,-6
COc1ccc(-c2csc(NC(=O)c3cc(-c4cccs4)nc4ccccc34)n2)c(OC)c1,-3,-1,4,-6,-6.2,-12,-2,-4,-3
Cc1nnc2sc(-c3ccco3)nn12,-3,0,1,1,-0.4,-8,7,0,1
O=C(c1ccc(Cl)cc1)N1N=C(c2ccccn2)CC1(O)C(F)(F)F (configuration not stated),1,0,0,-3,1.5,-1,3,6,1
COC(=O)C1C2CCC(C2)C1C(=O)OCC(=O)c1ccc(C)cc1 (configuration not stated),-5,0,1,-6,4.5,6,11,1,-5
CC(=NC1CCCCC1)C1=C(O)c2ccccc2C1=O,1,0,2,9,1.2,10,-2,32,1
Cc1cc(S(=O)(=O)Nc2ccc(C(=O)NCCCn3ccnc3)cc2)ccc1F,-5,-2,-6,3,-0.5,5,2,7,3
OCCN1CCN(c2nc(NCc3ccco3)c3ccccc3n2)CC1,-1,-1,-3,4,4.1,6,6,0,-3
CC(C)(C)OC(=O)N1CCN(C(=O)c2[nH]cnc2C(=O)N[C@@H](Cc2ccccc2)C(=O)OCc2ccccc2)CC1,8,-4,-3,5,4.9,0,-2,1,3
CC(C)c1ccc(/C=N/Nc2ccc(C(=O)O)cc2)cc1,0,-2,-11,-6,-1.1,-4,-11,-9,7
Cc1ccc(S(=O)(=O)N[C@H](C(=O)N2CCC3(O)CCCCC3C2)c2ccccc2)cc1 (some centres not stated),0,1,-2,8,4.8,6,7,0,0
O=c1c2ccc([N+](=O)[O-])cc2ncn1CCOc1cccc(Br)c1,2,0,3,2,2.7,9,-2,9,-4
O=C(Nc1cccc2ncccc12)c1cccnc1,-4,-2,11,7,1.9,-4,2,3,-2
CCOC(=O)N1CCN(C(=O)CSc2ccc(-c3cccc(OC)c3)nn2)CC1,-5,0,-1,4,0.3,2,6,3,-2
COc1cccc(-c2noc(CCCC(=O)Nc3ccc(C(N)=O)cc3)n2)c1,-4,-1,0,4,0.7,-2,2,1,2
COCCCN1C(=O)C(=O)/C(=C(/O)c2ccc(S(=O)(=O)N3CCOCC3)cc2)C1c1ccc(Cl)cc1 (configuration not stated),5,-1,-2,3,2.8,4,-15,0,-3
O=C(O)C1C2CC3C(OC(=O)C31)C2Cl (configuration not stated),-2,-1,-10,1,2.4,5,-12,-1,-2
COc1cccc(CN(C)CC(=O)NCc2ccc(C)cc2)c1,-1,-3,9,-9,0.8,5,6,3,3
Cc1ccc(-c2nn[nH]n2)cc1Cl,-1,2,-2,-3,0.6,0,8,-2,-2
CCN1C(=NCCc2ccccn2)N[C@@H](c2cccc(F)c2)C(C(=O)OC)=C1C,-4,-1,-12,-9,-0.3,3,-10,2,-3
CCCn1c(SCC(=O)Nc2nnc(-c3ccccc3)s2)nnc1-c1ccccn1,5,-3,20,4,0.4,-2,4,7,0
O=C(NCc1ccccc1Cl)c1ccc(Br)o1,2,-1,1,-5,1.7,-2,9,4,-3
Cc1ccc(S(=O)(=O)NCCCN2CCOCC2)cc1C,-3,-5,-3,7,0.1,5,-5,-1,-2
CC(=O)c1ccccc1NC(=O)CC1(CC(=O)O)CCCCC1,0,-4,-3,-9,-1.2,-1,5,0,3
O=C1c2ccccc2S(=O)(=O)N1Cc1cc(=O)n2ccsc2n1,-4,4,-3,2,3.0,2,-1,7,-1
CCc1cccc(OCCn2ccnc2)c1,1,-5,-11,0,2.3,8,7,12,2
CC1CCCN(CCCNC(=O)CCn2nc(-c3ccccc3)ccc2=O)C1 (configuration not stated),-1,-3,-4,8,1.5,-5,-6,2,-1

# Later entries:
SMILES,PP1 counter,TPT1 inhibitor,HCV core dimer,proCasp3 act,PP5 inh,PAFAH2 inh,procasp7 counter,AHR activator,Fh CTSL1 inh
O=C(c1cc(COc2ccc3ncccc3c2)on1)N1CCC(O)CC1,-2,0,-3,0,-1.0,8,5,2,2
Cc1ccccc1C(=O)Nc1nnc(-c2ccc(F)cc2)o1,4,-1,2,1,0.4,-2,-3,1,-2
O=C(C[C@H]1C/C=C\C[C@@H](Cc2ccc(F)cc2)C(=O)OC[C@@H]2CCCN2C1=O)NCCO,/,/,/,0,/,-1,10,0,/
CCN(CC)S(=O)(=O)c1ccc(N2CCN(c3cccc(OC)c3)CC2)c([N+](=O)[O-])c1,0,-2,14,2,3.4,-9,2,4,0
